hgDAF-12 ag = hgDAF-12 agonism, primary luciferase screen. HEK293 GAL4-hgDAF12 UAS-luciferase reporter, agonist luminescence; normalized to butyrate control. actives 1.8% (n = 370,000). activation, % at 6.8 µM;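 active = activation above a cutoff set at the mean of all screened compounds plus 3 SD, cut at about 10% in these data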;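 also: 0% = DMSO wells and 100% = sodium butyrate wells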
ssDAF-12 act = activates DAF-12 receptor from parasite S. stercoralis | HEK293 ssDAF-12/GRIP1 lit1-tk-luc reporter, luminescence; % of 3 µM dafachronic acid response | activation, % at 6.8 µM | actives 1% (n = 370,000) | AID 652126;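 active = activation above the mean over all tested compounds plus 3 SD, cut at about 0.9% in these data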;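 also: 0% = DMSO-only wells and 100% = 3 µM delta7-dafachronic acid wells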
GC-A act = GC-A (human) enzyme activation; actives 0.14% (n = 370,000); HEK293 GC-A cells, cGMP TR-FRET, EC30 ANP; 0% at EC30 ANP, 100% saturating ANP; activation, % at 10 µM; AID 1671463; P16066; in the data active = activation above about 40%
ADAM10 inh = ADAM10 inhibition, QFRET primary screen. O14672. recombinant ADAM10, EDANS/DABCYL FRET peptide cleavage, 3 h. inhibition, % at 7 µM. actives 0.62% (n = 370,000). AID 720582;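 active = inhibition above a per-campaign cutoff equal to the mean of compounds falling between control-based bounds plus 3 SD, cut at about 20% in these data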;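 also: 0% = DMSO wells while the 100% control is not disclosed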
DAX1 inh-1 = inhibitors of DAX1 repression of SF-1 activated StAR promoter; HEK293T StAR-luciferase reporter, SF-1/DAX-1 repression relief; inhibition, % at 6.8 µM; actives 1.1% (n = 370,000); AID 652010;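 active = inhibition above the mean over all tested compounds plus 3 SD, cut at about 3.6% in these data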;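 also: 0% = DAX-1 cells with DMSO and 100% = cells lacking DAX-1 with DMSO; higher inhibition means more luminescence from relief of DAX-1 repression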
hcDAF12 agonist = activators of H. contortus DAF-12 nuclear receptor; HEK293 hcDAF-12 lit1-tk-luc reporter, luminescence; 0% DMSO, 100% Δ7-dafachronic acid; activation, % at 6.8 µM; actives 1.4% (n = 370,000); AID 652067;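 active = activation above the mean of all tested compounds plus 3 SD, cut at about 5.5% in these data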;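 also: 100% = response to 3 µM Δ7-dafachronic acid high control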
GAA850 FXN act = activators of GAA850 frataxin (FXN) promoter; activation, % at 6 µM; HEK293 lucGAA850 FXN promoter luciferase reporter, 24 h; percent of 10 µM SAHA response; AID 540364; actives 0.56% (n = 360,000);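 active = activation above the average of all compounds screened plus 3 SD, cutoff fixed separately per campaign, cut at about 7.5% in these data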;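 also: 0% = DMSO wells and 100% = 10 µM SAHA wells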
DAX1 inh-2 = inhibits human nuclear receptor DAX1 | P51843 | HEK293 Gal4-DAX1 luciferase reporter, luminescence | actives 0.99% (n = 340,000) | AID 504766 | inhibition, % at 6.75 µM;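 active = inhibition above the mean over all tested compounds plus 3 SD, cut at about 4.2% in these data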;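 also: 0% = DAX1-transfected cells with DMSO and 100% = empty-vector control cells with DMSO; inhibition shows as a rise in luminescence from relieved DAX1 repression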
GC-B act = GC-B (human) receptor activation; P20594; HEK293-GC-B cells, CNP EC30, cGMP TR-FRET; 0% at EC30 CNP, 100% saturating CNP; activation, % at 10 µM; actives 0.11% (n = 370,000); AID 1920062;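 active = activation at 10 µM reaching about 35% in either raw or pattern-adjusted values, limit read from the data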
Target sequence (P20594 whole entry, looked up): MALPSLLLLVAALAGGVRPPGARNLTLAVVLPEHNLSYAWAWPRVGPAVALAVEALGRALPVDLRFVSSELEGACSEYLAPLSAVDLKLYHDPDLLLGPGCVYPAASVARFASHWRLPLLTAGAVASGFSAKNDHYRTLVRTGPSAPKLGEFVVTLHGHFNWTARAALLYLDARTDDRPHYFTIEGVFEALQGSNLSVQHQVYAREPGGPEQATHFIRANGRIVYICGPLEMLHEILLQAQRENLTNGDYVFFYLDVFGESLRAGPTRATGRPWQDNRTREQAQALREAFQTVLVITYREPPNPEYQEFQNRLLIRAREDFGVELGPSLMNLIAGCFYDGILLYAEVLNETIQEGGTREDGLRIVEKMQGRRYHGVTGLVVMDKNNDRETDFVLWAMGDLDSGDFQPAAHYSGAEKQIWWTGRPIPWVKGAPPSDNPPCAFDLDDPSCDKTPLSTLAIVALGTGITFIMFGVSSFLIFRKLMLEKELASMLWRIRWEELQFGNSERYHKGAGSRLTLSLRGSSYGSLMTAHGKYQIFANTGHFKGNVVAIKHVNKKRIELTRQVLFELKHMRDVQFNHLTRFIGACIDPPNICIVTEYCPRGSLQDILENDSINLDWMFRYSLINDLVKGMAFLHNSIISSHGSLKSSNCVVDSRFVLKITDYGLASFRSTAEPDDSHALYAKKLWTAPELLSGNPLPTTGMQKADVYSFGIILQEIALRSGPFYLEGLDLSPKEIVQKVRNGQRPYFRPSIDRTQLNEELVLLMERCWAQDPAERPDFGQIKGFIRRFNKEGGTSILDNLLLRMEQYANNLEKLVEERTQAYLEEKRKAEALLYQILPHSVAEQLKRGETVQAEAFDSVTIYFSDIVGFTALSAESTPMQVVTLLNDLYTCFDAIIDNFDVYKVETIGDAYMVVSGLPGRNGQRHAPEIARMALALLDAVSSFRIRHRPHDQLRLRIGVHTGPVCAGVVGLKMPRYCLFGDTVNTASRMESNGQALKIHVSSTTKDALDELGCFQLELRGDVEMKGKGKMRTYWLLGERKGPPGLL
HGIII-sPLA2 inh = Blocks human group III sPLA2 activity | QFRET BODIPY PC-A2 liposome hydrolysis, fluorescence | inhibition, % at 12.2 µM | actives 0.56% (n = 370,000);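 active = inhibition above mean plus 3 SD of compounds lying within the high and low control bounds, cut at about 19% in these data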;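 also: 0% = median of test compound wells and 100% = no enzyme DMSO wells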
SMARCA2 act = activators of SMARCA2 function. MG213 cells, MMTV-luciferase reporter, dexamethasone, overnight. activation, % at 9.1 µM. actives 1% (n = 370,000). AID 652017; in the data active = activation above about 7.8%;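 also: 0% = vehicle wells and 100% = reference activator wells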
* = called active by the depositor.

Results for Cc1noc(C)c1C(=O)Nc1ccc(-c2nnc3n2CCCCC3)cc1 ?
hgDAF-12 ag: 0.4; ssDAF-12 act: -1.2; GC-A act: 0; ADAM10 inh: 3; DAX1 inh-1: -2.1; hcDAF12 agonist: -2.3; GAA850 FXN act: 0.4; DAX1 inh-2: 0.3; GC-B act: -1; HGIII-sPLA2 inh: -4; SMARCA2 act: -1

How did CSCCC(C(=O)Nc1c(C)cccc1C)N1CCN(c2ccc(F)cc2)CC1 (configuration not stated) do in these assays?
hgDAF-12 ag: -0.4; ssDAF-12 act: -1.3; GC-A act: 0; ADAM10 inh: -14; DAX1 inh-1: -1.6; hcDAF12 agonist: -2.7; GC-B act: 4; HGIII-sPLA2 inh: 9; SMARCA2 act: -1

How did O=C(NCCCc1ccccc1)c1c(O)nc2sccn2c1=O do in these assays?
hgDAF-12 ag: 1.9; ssDAF-12 act: -0.9; GC-A act: 0; ADAM10 inh: 5; DAX1 inh-1: 1.2; hcDAF12 agonist: -1.4; GAA850 FXN act: 1.9; DAX1 inh-2: -0.5; GC-B act: 0; HGIII-sPLA2 inh: 2; SMARCA2 act: -2

How did CC(=O)c1ccc(S(=O)(=O)N2CCN(CC#N)CC2)cc1 do in these assays?
hgDAF-12 ag: 0.8; ssDAF-12 act: -1.3; GC-A act: 3; ADAM10 inh: -7; DAX1 inh-1: -0.3; hcDAF12 agonist: -1.6; GAA850 FXN act: 1.3; DAX1 inh-2: -2.4; GC-B act: -2; HGIII-sPLA2 inh: 7; SMARCA2 act: -4

What do the screens show for `COc1ccc(OCCNC(=O)c2ccccc2OCC(=O)N2CCCCC2)cc1`?
hgDAF-12 ag: 0.8; ssDAF-12 act: -1.2; GC-A act: -3; ADAM10 inh: 0; DAX1 inh-1: -0.8; hcDAF12 agonist: 1.1; GAA850 FXN act: -0.3; DAX1 inh-2: -0.7; GC-B act: -7; HGIII-sPLA2 inh: -6; SMARCA2 act: 2

How did COc1ccc(N2Cc3ccccc3C2=NC(=O)c2cncc(Br)c2)cc1 do in these assays?
hgDAF-12 ag: 0.9; ssDAF-12 act: -1.4; GC-A act: 1; ADAM10 inh: -3; DAX1 inh-1: -1.6; hcDAF12 agonist: -1.3; GAA850 FXN act: 3.1; DAX1 inh-2: 1.4; GC-B act: -5; HGIII-sPLA2 inh: -2; SMARCA2 act: -2

What do the screens show for `CCOc1ccc(NC(=O)CN(C)C(=O)CSCc2cccc(C)c2)cc1OCC`?
hgDAF-12 ag: 3.2; ssDAF-12 act: -1.2; GC-A act: -2; ADAM10 inh: 30*; DAX1 inh-1: -1.8; hcDAF12 agonist: -2.1; GAA850 FXN act: -0.2; DAX1 inh-2: -1.3; GC-B act: -10; HGIII-sPLA2 inh: -2; SMARCA2 act: -1

What do the screens show for `Cc1c(NC(=O)CCC(=O)N2CCOCC2)c(=O)n(-c2ccccc2)n1C`?
hgDAF-12 ag: 4.3; ssDAF-12 act: -1.3; GC-A act: 2; ADAM10 inh: 3; DAX1 inh-1: -0.3; hcDAF12 agonist: 1.1; GAA850 FXN act: 0.1; DAX1 inh-2: 0.7; GC-B act: 6; HGIII-sPLA2 inh: 2; SMARCA2 act: 5

Results for CCC(=NCCc1ccccc1)C1=C(O)CCC1=O ?
hgDAF-12 ag: -1.7; ssDAF-12 act: -0.7; GC-A act: 0; ADAM10 inh: 7; DAX1 inh-1: -0.4; hcDAF12 agonist: -0.2; GAA850 FXN act: 0.8; DAX1 inh-2: 0.3; GC-B act: 2; HGIII-sPLA2 inh: 3; SMARCA2 act: 0

Results for CC(C)NC(=O)C(=O)NCCCN1CCOCC1 ?
hgDAF-12 ag: 3.2; ssDAF-12 act: -0.9; GC-A act: 0; ADAM10 inh: -13; DAX1 inh-1: 0.8; hcDAF12 agonist: 0.3; GAA850 FXN act: 2.9; DAX1 inh-2: -0.4; GC-B act: 4; HGIII-sPLA2 inh: -1; SMARCA2 act: 0

Results for Cc1ccc(C(=O)/C=C/c2cc(Br)cc(Br)c2O)o1 ?
hgDAF-12 ag: -1.5; ssDAF-12 act: -0.3; GC-A act: -2; ADAM10 inh: -8; DAX1 inh-1: -0.4; hcDAF12 agonist: 1.3; GAA850 FXN act: 1.7; DAX1 inh-2: -0.1; GC-B act: -6; HGIII-sPLA2 inh: -10; SMARCA2 act: -1

How did N#Cc1ccc(C2=NC(C(F)(F)F)(C(F)(F)F)c3c(n(Cc4ccco4)c(=O)[nH]c3=O)N2)cc1 do in these assays?
hgDAF-12 ag: -0.8; ssDAF-12 act: -1.1; GC-A act: 2; ADAM10 inh: 7; DAX1 inh-1: -0.6; hcDAF12 agonist: -0.3; GAA850 FXN act: 1.7; DAX1 inh-2: -0.3; GC-B act: 3; HGIII-sPLA2 inh: -40; SMARCA2 act: -8

What do the screens show for `CC(=O)c1coc2ccc(OCCN3CCCCC3)cc12`?
hgDAF-12 ag: 0.2; ssDAF-12 act: -0.4; GC-A act: 1; ADAM10 inh: -3; DAX1 inh-1: 0.6; hcDAF12 agonist: 0.6; GAA850 FXN act: 2.9; DAX1 inh-2: 1.4; GC-B act: 1; HGIII-sPLA2 inh: 2; SMARCA2 act: 1

Results for O=C(Oc1ccc(/C=N/NC(=O)c2ccccn2)cc1)c1cccc(Br)c1 ?
hgDAF-12 ag: 3.3; ssDAF-12 act: 0.5; GC-A act: 0; ADAM10 inh: -2; DAX1 inh-1: 2.1; hcDAF12 agonist: 3.4; GAA850 FXN act: 2.8; DAX1 inh-2: 0.9; GC-B act: 5; HGIII-sPLA2 inh: 2; SMARCA2 act: 1

Results for CCCOc1ccc(C2C(C(=O)OC)=CN(CCOC)C=C2C(=O)OC)cc1 ?
hgDAF-12 ag: -1.9; ssDAF-12 act: -1.3; GC-A act: 2; ADAM10 inh: inactive; DAX1 inh-1: -0.5; hcDAF12 agonist: -1.5; GAA850 FXN act: -1.8; DAX1 inh-2: -1.0; GC-B act: 0; HGIII-sPLA2 inh: 4; SMARCA2 act: 1

Results for C=CCNC(=O)C1CCN(c2cncnc2)CC1 ?
hgDAF-12 ag: -0.1; ssDAF-12 act: -0.9; GC-A act: 2; ADAM10 inh: -17; DAX1 inh-1: -0.1; hcDAF12 agonist: -0.4; GC-B act: -11; HGIII-sPLA2 inh: 18; SMARCA2 act: -4

Results for Cc1cccc(OCC(=O)Nc2ccc(N3CCN(C(=O)c4ccccc4)CC3)cc2)c1 ?
hgDAF-12 ag: -2.2; ssDAF-12 act: -1.5; GC-A act: 2; ADAM10 inh: 2; DAX1 inh-1: -0.3; hcDAF12 agonist: -2.9; GAA850 FXN act: -2.2; DAX1 inh-2: -1.0; GC-B act: 3; HGIII-sPLA2 inh: -1; SMARCA2 act: 0

How did CCN(Cc1ccccc1)C(=O)c1cc(S(=O)(=O)N2CCOCC2)ccc1N1CCCC1 do in these assays?
hgDAF-12 ag: 0.6; ssDAF-12 act: -1.0; GC-A act: -3; ADAM10 inh: -1; DAX1 inh-1: 0.9; hcDAF12 agonist: 0.0; GAA850 FXN act: 1.0; DAX1 inh-2: 0.4; GC-B act: -2; HGIII-sPLA2 inh: 0; SMARCA2 act: -1

How did CCCCOCCCNC(=O)C[C@@H]1C[C@@]2(C(=O)OCC)CCC=C2N(Cc2ccc(Cl)cc2Cl)C1=O do in these assays?
hgDAF-12 ag: 1.3; ssDAF-12 act: -1.7; GC-A act: -5; ADAM10 inh: 3; DAX1 inh-1: -0.2; hcDAF12 agonist: 2.8; GC-B act: -7; HGIII-sPLA2 inh: -14; SMARCA2 act: 4

Results for CCc1nc2c(c(=O)c3ccccc3n2C)c(=O)n1C1CCCCCC1 ?
hgDAF-12 ag: -1.8; ssDAF-12 act: -1.6; GC-A act: 3; ADAM10 inh: -11; DAX1 inh-1: -0.2; hcDAF12 agonist: -3.1; GAA850 FXN act: -1.3; DAX1 inh-2: -0.4; GC-B act: 1; HGIII-sPLA2 inh: 15; SMARCA2 act: -3

How did CC(NC(=O)c1ccc(F)cc1)C1CC2CCC1C2 (configuration not stated) do in these assays?
hgDAF-12 ag: -1.3; ssDAF-12 act: -1.3; GC-A act: -4; ADAM10 inh: 15; DAX1 inh-1: -0.6; hcDAF12 agonist: -0.5; GAA850 FXN act: 0.4; DAX1 inh-2: 0.8; GC-B act: 3; HGIII-sPLA2 inh: 3; SMARCA2 act: -3

How did C=CCN(C(=O)c1csnn1)C(C(=O)NC1CCCCC1)c1ccc(F)cc1 (configuration not stated) do in these assays?
hgDAF-12 ag: 0.4; ssDAF-12 act: -1.7; GC-A act: -5; ADAM10 inh: 2; DAX1 inh-1: -0.2; hcDAF12 agonist: -0.4; GAA850 FXN act: 0.8; DAX1 inh-2: -0.8; GC-B act: -5; HGIII-sPLA2 inh: 6; SMARCA2 act: -2

What do the screens show for `CCC(C)(C)NC(=O)C(c1ccc(OC)cc1)N(C(=O)CCC(=O)Nc1cc(C)on1)c1ccc2c(c1)OCO2` (configuration not stated)?
hgDAF-12 ag: -1.6; ssDAF-12 act: -1.1; GC-A act: -9; ADAM10 inh: -2; DAX1 inh-1: -0.1; hcDAF12 agonist: -2.2; GAA850 FXN act: -2.1; DAX1 inh-2: 1.6; GC-B act: -7; HGIII-sPLA2 inh: -6; SMARCA2 act: -4

What do the screens show for `Cc1ccc(S(=O)(=O)N(c2nc(N(C)C)nc(N(C)C)n2)n2cnnc2)cc1`?
hgDAF-12 ag: -0.8; ssDAF-12 act: -1.2; GC-A act: 1; ADAM10 inh: -4; DAX1 inh-1: -0.4; hcDAF12 agonist: -0.8; GAA850 FXN act: 0.5; DAX1 inh-2: 0.2; GC-B act: 2; HGIII-sPLA2 inh: 4; SMARCA2 act: -3

How did CCC(C)NC(=O)c1ccc2nc(-c3ccc(OC)c(OC)c3)c(-c3ccc(OC)c(OC)c3)nc2c1 (configuration not stated) do in these assays?
hgDAF-12 ag: -3.0; ssDAF-12 act: -0.6; GC-A act: 5; ADAM10 inh: -4; DAX1 inh-1: -0.4; hcDAF12 agonist: -0.1; GAA850 FXN act: 1.4; DAX1 inh-2: -0.8; GC-B act: 1; HGIII-sPLA2 inh: 1; SMARCA2 act: -1

How did Cc1ccc(NC(=O)CSCC(=O)NCCc2ccccn2)c(C)c1 do in these assays?
hgDAF-12 ag: 2.3; ssDAF-12 act: -1.7; ADAM10 inh: -4; DAX1 inh-1: 0.4; hcDAF12 agonist: -1.2; GAA850 FXN act: -0.2; DAX1 inh-2: 1.9; HGIII-sPLA2 inh: 2; SMARCA2 act: -1

What do the screens show for `CN(Cc1ccccc1)C(=O)c1c[nH]c2ccc(S(=O)(=O)N3CCOCC3)cc2c1=O`?
hgDAF-12 ag: -0.1; ssDAF-12 act: 0.4; GC-A act: 1; ADAM10 inh: -310; DAX1 inh-1: 0.0; hcDAF12 agonist: 1.2; GAA850 FXN act: -0.1; DAX1 inh-2: 0.5; GC-B act: -2; HGIII-sPLA2 inh: 20*; SMARCA2 act: -2

An unsorted share of the library, and some 6.6% of all compounds hit somewhere here.
